# SENP6 inh: blocks the human protease SENP6; hit rate 1.8% among 330,000; inhibition, % at 10 µM; AID 2599; Recombinant SENP6 catalytic domain, aminoluciferin luminescence;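 active = inhibition above about 50% at the single tested dose, limit read from the data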;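 note: plate controls were DMSO wells with enzyme for no effect and DMSO wells lacking enzyme for full effect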
# Target sequence (Q9GZR1 628-1112 limits assumed): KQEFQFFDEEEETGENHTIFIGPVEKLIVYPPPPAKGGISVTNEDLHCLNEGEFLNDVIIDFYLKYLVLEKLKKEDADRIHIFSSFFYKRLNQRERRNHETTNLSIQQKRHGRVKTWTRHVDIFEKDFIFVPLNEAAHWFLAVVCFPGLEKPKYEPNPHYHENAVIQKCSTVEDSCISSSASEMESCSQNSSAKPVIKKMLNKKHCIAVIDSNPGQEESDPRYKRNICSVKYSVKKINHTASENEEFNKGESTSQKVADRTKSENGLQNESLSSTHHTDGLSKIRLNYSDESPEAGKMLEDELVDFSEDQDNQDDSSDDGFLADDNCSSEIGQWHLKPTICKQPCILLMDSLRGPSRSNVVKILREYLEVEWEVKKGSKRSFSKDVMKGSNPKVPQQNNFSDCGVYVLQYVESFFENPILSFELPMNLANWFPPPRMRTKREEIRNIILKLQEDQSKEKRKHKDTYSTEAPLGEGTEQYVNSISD
# beta cell repl: induces beta-cell replication in MIN6 cells; hit rate 0.29% among 330,000; MIN6 cells proliferation, ATPlite luminescence, 48 h; cells starved in 0.2% serum; 100% = growth in 10% serum; proliferation, % at 10 µM;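 active = compounds whose signal lies at least 3.5 SD above the mean of all wells on their plate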;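 note: 0% = DMSO-treated cells in low-serum medium and 100% = 10% serum control; some compounds called inactive have numbers as strong as hits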
# SENP8 block-1: blocks human SENP8 cleavage of Nedd8 substrate. Q96LD8. recombinant SENP8, Nedd8 substrate fluorescence. inhibition, % at 20 µM. hit rate 0.64% among 360,000. AID 602440; in the data active = inhibition mostly above about 40%, no sharp cut-off; inactive = mostly below about 27%
# Target sequence (Q96LD8 whole entry, looked up): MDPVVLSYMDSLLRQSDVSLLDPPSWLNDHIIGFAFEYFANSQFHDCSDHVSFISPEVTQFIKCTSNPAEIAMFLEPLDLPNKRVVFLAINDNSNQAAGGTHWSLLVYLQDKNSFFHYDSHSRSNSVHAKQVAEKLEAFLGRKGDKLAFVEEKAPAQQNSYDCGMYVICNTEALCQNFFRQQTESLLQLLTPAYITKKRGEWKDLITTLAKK
# SENP7 block: inhibitors of human SENP7 protease. Q9BQF6. recombinant SENP7, Z-RLRGG-aminoluciferin luminescence, 40 min. inhibition, % at 5 µM. hit rate 1.5% among 330,000;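 active = inhibition above about 50% at the single test dose, limit read from the data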;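 note: plate controls were DMSO with enzyme for no effect and no enzyme buffer wells for full effect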
# Target sequence (Q9BQF6 706-1050 limits assumed): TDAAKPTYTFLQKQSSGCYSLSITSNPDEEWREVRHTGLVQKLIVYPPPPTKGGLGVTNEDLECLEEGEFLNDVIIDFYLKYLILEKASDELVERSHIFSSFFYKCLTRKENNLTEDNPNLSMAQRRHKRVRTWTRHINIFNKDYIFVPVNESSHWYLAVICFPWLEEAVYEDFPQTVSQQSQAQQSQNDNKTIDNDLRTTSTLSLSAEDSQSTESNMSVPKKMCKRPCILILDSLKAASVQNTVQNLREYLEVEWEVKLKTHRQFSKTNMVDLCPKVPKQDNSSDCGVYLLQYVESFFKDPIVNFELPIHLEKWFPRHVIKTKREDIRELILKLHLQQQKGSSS
# SENP1 inh: SENP1 (human) catalytic domain inhibition; inhibition, % at 10 µM; recombinant SENP1 catalytic domain, CyPet-SUMO1-YPet FRET cleavage; hit rate 0.21% among 360,000;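 active = inhibition at least 30% at 10 µM, raw YFP signal under a set limit, fluorescence ratio 0.5 to 1.5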;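 note: 0% = enzyme with DMSO and 100% = no enzyme wells; some results filed as inactive read as strong as hits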
#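 Compound: 10 µM single point, 0.5% DMSO; Test system: hSENP1 catalytic domain, recombinant; Timing: 50 min reaction at room temperature; Technique: FRET, CFP and YFP emission; Control set: no-enzyme wells low, DMSO-plus-enzyme wells high control.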
# HKDC1 inhibitor: HKDC1 (human) hexokinase inhibition; AID 493160; hit rate 0.16% among 340,000; inhibition, % at 20 µM; recombinant HKDC1, G6PDH/diaphorase resazurin coupled fluorescence;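 active = inhibition above about 35% when tested at 20 µM, limit read from the data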;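 note: plate controls were DMSO wells with enzyme for no effect and DMSO wells lacking enzyme for full effect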
#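 Material – in-house recombinant HK5 (HKDC1) enzyme · Quantity – HKDC1 at 5 µg/mL · Buffer or medium – pH 8.0 Tris buffer with 10 mM MgCl2 · Reagent – glucose with 1 mM ATP · Dosing – single 20 µM dose · Times – reaction time 90 min, room temperature, protected from light · Technique – resorufin fluorescence at 613 nm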
# UBC13 polyUb: blocks human UBC13 polyubiquitin chain formation. P61088. TR-FRET. inhibition, % at 20 µM. hit rate 0.47% among 330,000. AID 485273; in the data active = inhibition above about 45%, passing the limit was not always enough
# PfGluPho inh: PfG6PD (Plasmodium falciparum) enzyme inhibition | inhibition, % at 20 µM | AID 504690 | hit rate 0.78% among 350,000 | PfGluPho enzyme, NADPH resazurin-diaphorase fluorescence;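 active = inhibition reaching at least a set limit at 20 µM in the primary screen, cut at about 59% in these data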;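 note: 0% = DMSO wells with substrate and 100% = DMSO wells lacking glucose-6-phosphate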
# SENP8 block-2: SENP8 protease inhibition; AID 2540; purified SENP8, Z-RLRGG-aminoluciferin cleavage, luminescence; Q96LD8; inhibition, % at 10 µM; hit rate 1.2% among 330,000; in the data active = inhibition above about 50%
# The depositor's hits bear a star; nt = not tested or not shown.
SMILES,SENP6 inh,beta cell repl,SENP8 block-1,SENP7 block,SENP1 inh,HKDC1 inhibitor,UBC13 polyUb,PfGluPho inh,SENP8 block-2
Cc1ccc(C(=O)OCC(=O)NNC(=O)c2cccs2)c(O)c1,-2,-4,1,-6,1,-6,1,-4,5
Cc1ccc(S(=O)(=O)n2cccc2C)cc1,-7,-3,15,-2,1,4,-2,38,-1
CCCn1nnnc1NCc1ccc(Cl)cc1Cl,9,-4,4,-2,4,-2,13,-1,8
O=C(NCC(=O)N(Cc1cccs1)C(C(=O)NC1CCCCC1)c1ccco1)c1cccs1 (stereo not drawn),-4,-2,7,-9,2,-1,-5,-3,-1
O=C(CSc1nnc2c(n1)[nH]c1ccc(F)cc12)OCc1ccccc1,6,-6,17,9,5,-1,-5,-6,7
CCCCc1nnc(SCc2ccc(OCC)cc2)n1N,1,5,23,-3,1,-1,4,4,0
COc1ccc(/C=N/NC(=O)c2[nH]c3ccc(C)cc3c2-c2ccccc2)c(C(=O)O)c1OC,nt,nt,-302,nt,-2,2,nt,-45,nt
O=C(Nc1ccccc1)c1ccc(OC(=O)c2ccccc2)cc1,54*,-3,5,81*,0,3,-1,-18,13
CCCc1nc(SC2CCCC2)c2c(=O)n(C)c(=O)n(C)c2n1,-6,-7,-5,-12,2,2,4,8,-6
O=C(CN1C(=O)S/C(=C/c2cc(Br)cs2)C1=O)N1CCOCC1,-32,0,9,-10,1,13,-6,-3,-15
O=C1/C(=C\c2cc(Cl)c(O)c(Cl)c2)SC(=S)N1Cc1ccccc1,nt,nt,48*,nt,-4,6,nt,-38,nt
O=C(NCc1ccccc1C(F)(F)F)C1CC(O)CN1C(=O)Nc1ccccc1 (stereo not drawn),-12,4,10,-10,1,-7,-8,2,-7
CN(C)Cc1ccc(F)cc1Sc1ccc(Cl)cc1Cl,1,0,16,-5,1,3,7,55,3
COc1ccc(C(=O)NCc2nc3ccccc3[nH]2)cc1OC,0,-2,22,-2,2,2,5,-3,-5
CCC(=O)Nc1ccc(OCc2nc3ccccc3s2)cc1,45,-3,-34,75*,-5,-3,-8,31,76*
O=C(Cn1cc2c(n1)CCCC2)N1CCc2ccccc21,1,-3,1,-5,-1,-1,0,10,2
O=C1OCc2ccc(NC(=O)c3sccc3Cl)cc21,-29,-4,9,-3,1,-4,-7,-4,-7
COc1ccc(-c2nn(-c3ccccc3)cc2C(=O)n2nnc3ccccc32)cc1,-4,-1,-108,10,1,4,20,-12,5
O=C1c2oc3ccccc3c(=O)c2C(c2cccc(O)c2)N1CCCN1CCOCC1 (stereo not drawn),-3,4,2,7,-2,-19,24,9,-2
CC(C)CCNC(=O)c1ccc2c(SCC(=O)O)c3c(nc2c1)CCC3,-9,0,10,-3,1,1,10,-10,-8
CCCc1nnc(NC(=O)CCC(=O)Nc2ccc(Cl)cc2)s1,-4,-6,9,-9,1,-8,-4,-7,1
Cc1ccc(-c2csc(C3=C(O)CN(NC(=O)c4ccc([N+](=O)[O-])cc4)C3=N)n2)cc1,9,-1,19,2,1,-7,-19,-1,3
O=C(O)CN(c1ccccc1)S(=O)(=O)c1cc(C(F)(F)F)cc(C(F)(F)F)c1,1,2,10,-6,2,-9,-1,-4,-3
Cc1ccc(S(=O)(=O)N2CCOCC2)cc1C(=O)NCc1ccccc1CN1CCCC1,-16,5,3,-2,3,-4,1,9,-6
Cn1c(=O)c2c(nc(Sc3nc4ccccc4n3CC(=O)N3CCCCC3)n2C)n(C)c1=O,11,-1,19,0,2,-14,-2,-12,-4

# A draw from above in order of length of the SMILES, falling.
SMILES,SENP6 inh,beta cell repl,SENP8 block-1,SENP7 block,SENP1 inh,HKDC1 inhibitor,UBC13 polyUb,PfGluPho inh,SENP8 block-2
O=C(NCC(=O)N(Cc1cccs1)C(C(=O)NC1CCCCC1)c1ccco1)c1cccs1 (stereo not drawn),-4,-2,7,-9,2,-1,-5,-3,-1
O=C(NCc1ccccc1C(F)(F)F)C1CC(O)CN1C(=O)Nc1ccccc1 (stereo not drawn),-12,4,10,-10,1,-7,-8,2,-7
CCCCc1nnc(SCc2ccc(OCC)cc2)n1N,1,5,23,-3,1,-1,4,4,0

# Later entries.
SMILES,SENP6 inh,beta cell repl,SENP8 block-1,SENP7 block,SENP1 inh,HKDC1 inhibitor,UBC13 polyUb,PfGluPho inh,SENP8 block-2
CC(=O)c1ccc(Nc2ccc([N+](=O)[O-])c3nonc23)cc1,37,-2,32,16,19,-1,-233,9,11
CC(=O)C1CCC2C3CCC4CC(OC(=O)CCC(=O)O)CCC4(C)C3C(=O)CC12C (stereo not drawn),nt,nt,16,nt,3,4,nt,-16,nt
CC1CN(CC(=O)Nc2cc(S(=O)(=O)N3CCCC3)ccc2Cl)CC(C)O1 (stereo not drawn),-2,-3,26,2,4,-2,-12,3,-7
CCCCc1ccc(NC(=O)OC)cc1,11,-3,25,7,0,-2,9,17,-4
O=C(NCCC1=CCCCC1)c1cc(S(=O)(=O)N2CCCCC2)ccc1Cl,-8,-2,4,-2,2,-3,-4,-13,-1
O=C(NC1CCCCC1)NC1C2CC3CC(C2)CC1C3 (stereo not drawn),3,6,1,-9,0,3,1,3,5
COC(=O)c1cc2c(=O)c3ccccc3oc2nc1C,nt,nt,-6,nt,14,1,nt,2,nt
COc1cc(C(=O)Nc2nc(C)cc(C)n2)cc(OC)c1OC,-35,-1,12,-1,2,0,4,-2,0
CC1CCN(C(=O)COC(=O)/C=C/c2ccco2)CC1,-24,-1,13,-7,0,-1,-13,-2,-20
COc1cccc(C(=O)Nc2ccc(S(=O)(=O)Nc3nccc(C)n3)cc2)c1,-16,-2,-3,-1,-3,-10,-8,-1,-9
Cc1ccc2oc(C(=O)N(Cc3nccn3C)C(C)C)c(C)c2c1,5,1,-1,-3,-1,-4,-1,11,-4
CCOC(=O)/C(=N\Nc1ccc(Br)cc1)N1CC(C)OC(C)C1 (stereo not drawn),-20,0,14,-1,1,0,1,28,-9
CCOc1ccc(CCn2c(-c3ccco3)nc3ccccc3c2=O)cc1OCC,0,4,4,10,3,2,-5,1,-4
CC1=CC(C)(C)N2C(=O)C3(N=C(N)NC(Nc4ccccc4)=N3)c3cc(C)cc1c32 (stereo not drawn),-21,-3,6,2,-6,-2,31,-16,-9
N#Cc1c(-c2ccccc2)nc(SCC(=O)Nc2ccccc2F)[nH]c1=O,nt,nt,-41,nt,-1,-5,nt,-24,nt
CC1(c2nnc(-c3cccc(Cl)c3)o2)CC(c2cccc([N+](=O)[O-])c2)=NO1 (stereo not drawn),-3,-4,5,9,-1,-2,-11,11,-13
O=C(OCc1nc2ccccc2s1)c1ccc([N+](=O)[O-])o1,38,-6,35,8,0,-2,-9,4,3
O=[N+]([O-])c1ccc2nc(-c3ccncc3)[nH]c2c1,78*,1,20,51*,-1,6,-3,35,64*
COc1ccc(C2CC3(CC(C)(C)NC(=S)N3)Oc3cc(O)cc(C)c32)cc1 (stereo not drawn),-6,-2,31,5,-1,-1,4,30,-9
COc1ccccc1Cc1nc(-c2ccncc2)no1,10,-3,-5,4,-1,-8,5,-14,-3
CCN(CC)S(=O)(=O)c1ccc(NC(=O)CSc2nnc(-c3ccc(F)cc3)o2)cc1,-32,-2,2,-7,-1,0,2,3,-11
CC(=O)OCc1c(C(F)(F)F)nn(C)c1Oc1cccc(C(F)(F)F)c1,-11,-2,4,-13,2,4,-8,-2,-3
O=c1c(-c2ccnn2-c2ccc(F)cc2)cnc2n1CCS2,-6,3,-16,-1,2,-2,-3,-1,-6
COCCOC(=O)CSc1ncccc1-c1nc2cc(C)c(C)cc2[nH]1,21,-5,-439,95*,-12,1,9,12,93*
CC(C)c1c(C(=O)N/N=C/C=C/c2ccccc2)nnn1-c1nonc1N,-3,12*,29,2,0,-2,0,11,-5

# 15 entries from above in a different format.
# Values run as follows: SENP6 inh, beta cell repl, SENP8 block-1, SENP7 block, SENP1 inh, HKDC1 inhibitor, UBC13 polyUb, PfGluPho inh, SENP8 block-2
- Cc1ccc2oc(C(=O)N(Cc3nccn3C)C(C)C)c(C)c2c1
  5, 1, -1, -3, -1, -4, -1, 11, -4
- CCOC(=O)/C(=N\Nc1ccc(Br)cc1)N1CC(C)OC(C)C1 (stereo not drawn)
  -20, 0, 14, -1, 1, 0, 1, 28, -9
- CCOc1ccc(CCn2c(-c3ccco3)nc3ccccc3c2=O)cc1OCC
  0, 4, 4, 10, 3, 2, -5, 1, -4
- CC1=CC(C)(C)N2C(=O)C3(N=C(N)NC(Nc4ccccc4)=N3)c3cc(C)cc1c32 (stereo not drawn)
  -21, -3, 6, 2, -6, -2, 31, -16, -9
- N#Cc1c(-c2ccccc2)nc(SCC(=O)Nc2ccccc2F)[nH]c1=O
  nt, nt, -41, nt, -1, -5, nt, -24, nt
- CC1(c2nnc(-c3cccc(Cl)c3)o2)CC(c2cccc([N+](=O)[O-])c2)=NO1 (stereo not drawn)
  -3, -4, 5, 9, -1, -2, -11, 11, -13
- O=C(OCc1nc2ccccc2s1)c1ccc([N+](=O)[O-])o1
  38, -6, 35, 8, 0, -2, -9, 4, 3
- O=[N+]([O-])c1ccc2nc(-c3ccncc3)[nH]c2c1
  78*, 1, 20, 51*, -1, 6, -3, 35, 64*
- COc1ccc(C2CC3(CC(C)(C)NC(=S)N3)Oc3cc(O)cc(C)c32)cc1 (stereo not drawn)
  -6, -2, 31, 5, -1, -1, 4, 30, -9
- COc1ccccc1Cc1nc(-c2ccncc2)no1
  10, -3, -5, 4, -1, -8, 5, -14, -3
- CCN(CC)S(=O)(=O)c1ccc(NC(=O)CSc2nnc(-c3ccc(F)cc3)o2)cc1
  -32, -2, 2, -7, -1, 0, 2, 3, -11
- CC(=O)OCc1c(C(F)(F)F)nn(C)c1Oc1cccc(C(F)(F)F)c1
  -11, -2, 4, -13, 2, 4, -8, -2, -3
- O=c1c(-c2ccnn2-c2ccc(F)cc2)cnc2n1CCS2
  -6, 3, -16, -1, 2, -2, -3, -1, -6
- COCCOC(=O)CSc1ncccc1-c1nc2cc(C)c(C)cc2[nH]1
  21, -5, -439, 95*, -12, 1, 9, 12, 93*
- CC(C)c1c(C(=O)N/N=C/C=C/c2ccccc2)nnn1-c1nonc1N
  -3, 12*, 29, 2, 0, -2, 0, 11, -5

# Continued:
SMILES,SENP6 inh,beta cell repl,SENP8 block-1,SENP7 block,SENP1 inh,HKDC1 inhibitor,UBC13 polyUb,PfGluPho inh,SENP8 block-2
CCOc1ccccc1N1CCN(C(=O)CSc2ccc3c(c2)OCCO3)CC1,-17,1,10,-3,2,-2,8,3,6
Cc1ccc(S(=O)(=O)N2CCC(=O)N2)cc1,-6,-3,12,-3,1,0,5,6,1
O=C(NCC1CCCN(C(=O)c2cc(Cl)ccc2F)C1)c1ccc(F)cc1 (stereo not drawn),9,-2,9,4,2,5,-8,-21,6
COCC(=O)N(Cc1cc2cc(OC)ccc2[nH]c1=O)c1ccccc1OC,-2,-2,-413,0,-3,5,0,-8,-4
Cc1cccc(OCC(=O)N(Cc2nnc(-c3ccccc3Cl)o2)C2CC2)c1,-4,-1,-4,-11,1,-5,14,-4,0
NC(=O)c1sc2nc3c(c(-c4ccco4)c2c1N)CCC3,46,-3,5,19,15,4,17,9,23
O=C(OCC(=O)N1N=C(c2ccc(Cl)cc2)CC1c1ccco1)c1cccnc1 (stereo not drawn),2,-4,-90,-15,-35,3,-19,22,-21
CCOc1ccc(N/C=C/C(=O)c2ccccc2)c([N+](=O)[O-])c1,98*,0,34,101*,8,0,-87,-58,97*
